PglD inh – blocks C. jejuni PglD acetyltransferase activity; inhibition, % at 12.5 µM; hit rate 0.098% among 360,000; purified PglD enzyme, DTNB colorimetric CoA detection; in the data active means inhibition above about 16%, passing the limit was not always enough; inconclusive means no clear call, values can overlap the other calls; further: strong numbers were not always called active
RAD54 inh – RAD54 (human) branch migration inhibition | Q92698 | RAD54 Holliday junction branch migration, FAM/BHQ fluorescence | inhibition, % at 10.4 µM | hit rate 0.14% among 360,000 | AID 602329;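 active means mean normalized replicate activity at least 40 and at least half of replicates scoring 40 or more; inconclusive means only one of the two criteria met; inactive means mean below 40 and under half of replicates reaching 40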;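 further: 0% = median of neutral control wells and 100% = median of positive control wells; inhibitors cause a drop in the FAM fluorescence signal; in these data hits start at about 50%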
Target sequence (Q92698 whole entry, looked up): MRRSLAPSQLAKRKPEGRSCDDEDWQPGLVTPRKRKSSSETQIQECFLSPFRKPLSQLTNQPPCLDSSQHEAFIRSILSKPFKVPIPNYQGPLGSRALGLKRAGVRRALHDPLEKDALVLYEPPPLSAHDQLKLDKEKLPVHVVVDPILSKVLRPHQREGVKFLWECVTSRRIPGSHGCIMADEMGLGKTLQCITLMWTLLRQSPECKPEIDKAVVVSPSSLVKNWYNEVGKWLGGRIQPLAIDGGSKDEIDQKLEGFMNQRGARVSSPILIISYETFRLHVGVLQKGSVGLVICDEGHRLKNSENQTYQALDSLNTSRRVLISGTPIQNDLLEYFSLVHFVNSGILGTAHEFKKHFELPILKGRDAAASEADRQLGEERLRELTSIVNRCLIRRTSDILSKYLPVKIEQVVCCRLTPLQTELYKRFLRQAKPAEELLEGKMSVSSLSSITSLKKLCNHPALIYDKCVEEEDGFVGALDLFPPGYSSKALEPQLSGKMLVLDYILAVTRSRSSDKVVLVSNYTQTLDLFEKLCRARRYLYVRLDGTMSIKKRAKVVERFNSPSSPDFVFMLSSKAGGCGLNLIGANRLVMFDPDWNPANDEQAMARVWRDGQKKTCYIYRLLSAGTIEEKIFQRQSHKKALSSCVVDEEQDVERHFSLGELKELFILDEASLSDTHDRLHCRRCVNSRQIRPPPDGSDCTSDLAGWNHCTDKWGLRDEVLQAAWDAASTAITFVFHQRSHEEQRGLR
ERp5 inh – blocks human ERp5 reductase activity on insulin; ERp5 insulin aggregation, absorbance 650 nm, 90 min; AID 651711; inhibition, % at 9.99 µM; hit rate 0.05% among 350,000; Q15084;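 active means mean replicate inhibition above about 25%, with every replicate also reaching it, limit read from the data, passing the limit was not always enough; inconclusive means only one of those two criteria met; inactive means neither criterion met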
E-selectin induc – E-selectin induction on HUVECs. P16581. hit rate 0.37% among 260,000. AID 686992. activation, % at 7.58 µM. HUVEC E-selectin immunofluorescence imaging; normalized: neutral wells 0, TNF-alpha wells 100;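 active means mean E-selectin-positive cell signal at least 10% of the positive control, reached in at least 60% of replicates, without over 20% cell loss; inconclusive means no rule given, readout overlaps actives, possibly toxicity-flagged; inactive means the rest, including those meeting only one limit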;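 further: in these data hits start at about 27%; measured in HUVEC primary endothelial cells; signal is the percent of cells scored E-selectin positive by PE staining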
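System: HUVEC, human umbilical vein endothelial cells; quantity: 3,000 cells/well; buffer or medium: EGM-2 medium, gelatin-coated wells; dosing: single-point compound dose; detection: immunofluorescence imaging; evaluation: % PE-positive cells; benchmarks: TNF-alpha, DMSO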
CASP6 VEID inh – inhibitors of human caspase-6 | P55212 | purified caspase-6, Z-VEID-R110 cleavage fluorescence | inhibition, % at 12.5 µM | hit rate 0.53% among 350,000 | AID 686996;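 active means mean inhibition across replicates at least about 35%, with every replicate also reaching that limit, limit read from the data; inconclusive means only one of the two criteria met; inactive means neither criterion met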;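 further: 0% = median of neutral control wells and 100% = no fluorescence left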
Target sequence (P55212 24-179 limits assumed): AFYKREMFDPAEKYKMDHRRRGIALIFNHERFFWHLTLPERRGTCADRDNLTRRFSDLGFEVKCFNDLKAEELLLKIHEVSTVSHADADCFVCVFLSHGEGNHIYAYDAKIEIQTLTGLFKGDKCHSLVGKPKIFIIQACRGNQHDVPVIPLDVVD
Target sequence (P55212 194-293 limits assumed): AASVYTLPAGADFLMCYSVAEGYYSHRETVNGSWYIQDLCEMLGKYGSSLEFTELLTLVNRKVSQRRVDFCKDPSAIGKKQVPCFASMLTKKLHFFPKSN
RAD52 anneal inh – RAD52 (human) annealing inhibition; AID 651710; hit rate 0.46% among 360,000; recombinant RAD52 DNA annealing, FRET fluorescence; inhibition, % at 18.7 µM;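 active means every replicate showing at least 50% inhibition; inconclusive means mean inhibition at least 50% but not in every replicate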
esBAF inh – blocks esBAF chromatin remodeling in mouse ES cells | reporter increase, % at 12.5 µM | AID 602393 | Bmi1-luciferase knock-in reporter, 24 h; 100% = twice the neutral-well signal | hit rate 2% among 350,000; in the data active means activation above about 40%; inconclusive means no clear call, values can overlap the other calls;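 further: 0% = median of the plate's neutral control wells and 100% = double that signal; a rise in the Bmi1 reporter signal indicates esBAF inhibition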
ARNT-TACC3 inh – disruptors of human ARNT/TACC3 interaction | AID 623870 | AlphaScreen His-ARNT PAS-B/GST-TACC3 binding, luminescence; TACC3 fragment carries E629A point mutation | Q9Y6A5 | inhibition, % at 9.99 µM | hit rate 0.66% among 390,000;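 active means mean inhibition of replicates at least 50% and at least half of replicates each reaching 50%; inconclusive means half or more replicates reach 50% but mean below 50%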;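 further: 0% = complete ARNT plus TACC3 wells and 100% = ARNT alone without TACC3; many hits fall short of the cut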
* hit, by the source's call; ? = inconclusive; · = no result given; & = joins results of further samples.

SMILES,ARNT-TACC3 inh,PglD inh,E-selectin induc,CASP6 VEID inh,esBAF inh,RAD54 inh,ERp5 inh,RAD52 anneal inh
COc1cc(C(C)=O)ccc1OCc1nnc(-c2ccccc2Br)o1,-1,-2,0.0,2,19,-2,-1,-24
CCOC(=O)Cc1nnc2c(Nc3ccc(Cl)cc3)nc3nonc3n12,2,12,·,·,-7,2,·,·
Cc1cc(C)cc(N(CC(=O)Nc2ccccc2-c2ccccc2)S(=O)(=O)c2ccccc2)c1,0,-4,·,·,3,6,·,·
O=C(O)c1cc(-c2ccc(Cl)c(Cl)c2)n(-c2ccccc2)n1,-8,·,·,5,·,·,1,-12
CC=Cc1ccc2n(c1=O)C[C@H]1[C@H](CO)[C@@H](C(=O)NC3CCC3)N(CCC)[C@@H]21 (mixture of isomers),·,·,0.0,0,·,·,6,-16
C[C@H]1CN([C@@H](C)CO)C(=O)c2cc(NC(=O)Nc3cccc4ccccc34)ccc2O[C@H]1CN(C)Cc1ccc2c(c1)OCO2,-2,-1,·,1,-2,9,-6,-11
COC(=O)c1cc2nc(-c3ccc(C)cc3)cc(C(F)(F)F)n2n1,·,9,·,-1,0,6,-2,-17
C[C@H](CO)N1C[C@H](C)[C@H](CN(C)Cc2ccc(Oc3ccccc3)cc2)Oc2c(NC(=O)c3nc4ccccc4s3)cccc2C1=O,·,7,-1.3,0,-5,0,0,1
CC(C)(CNC(=O)c1sc2cc(Cl)ccc2c1Cl)N1CCOCC1,-2,0,·,0,31,10,-1,-4
COc1ccc(NC(=O)N(C)C[C@@H]2OCCCC[C@H](C)Oc3ccc(NC(=O)C4CCCCC4)cc3C(=O)N([C@@H](C)CO)C[C@@H]2C)cc1,-3,1,0.0,1,0,-3,-5,-45
O=C(Nc1cccc(Cl)c1Cl)c1snnc1-c1ccccc1,-4,4,·,·,-1,8,·,·
Cc1cccc(S(=O)(=O)N2CCCCN3[C@H](CO)[C@H](c4ccc(-c5cccnc5)cc4)[C@H]3C2)c1,-6,-3,-0.4,1,·,-9,1,-2
C[C@@H]1CN([C@H](C)CO)C(=O)c2cc(NC(=O)C3CCCCC3)ccc2O[C@@H](C)CCCCO[C@@H]1CN(C)CC1CCCCC1,1,2,0.2,-4,1,8,0,-63
COc1ccc(S(=O)(=O)N2CCC(NC(=O)OCc3c(Cl)cccc3Cl)CC2)cc1,1,-3,-0.8,·,-2,4,·,·
Cc1nnc(Oc2ccc([N+](=O)[O-])cc2)c2ccccc12,10,-1,·,-4,16,-12,-4,-11
O=C(NN1CCOCC1)c1cc(-c2ccc(Cl)c(Cl)c2)nc2ccccc12,-4,0,-0.3,·,-6,?,·,·
Cc1ccc(S(=O)(=O)N2[C@H](c3ccc(Cl)cc3)CC(=O)[C@@H]3CN(S(=O)(=O)c4ccccc4C)[C@H](c4ccc(Cl)cc4)C[C@@H]32)cc1,·,1,-0.2,-2,-18,1,-1,-8
O=C(NCc1ccco1)C1CCN(S(=O)(=O)c2ccc(-n3cnnn3)cc2)CC1,29,-3,·,·,-10,6,·,·
Cc1cc(CC(=O)O)n(C)c1C(=O)c1ccc(Cl)cc1,·,2,·,3,1,-14,1,-6
COc1ccc2c3c(n(C)c2c1)[C@H](CO)N(C(=O)C1CC1)CC31CCN(Cc2cccc(F)c2)CC1,·,·,-0.2,3,·,·,1,26
Cc1cc(C)cc(C(=O)NCC(=O)N2CCC(C(N)=O)CC2)c1,6,-2,-0.3,-3,-15,-8,-11,-7
CCn1c(=O)n(CCc2ccccc2)c(=O)c2c3c(sc21)CCCC3,1,1,·,-2,-2,-1,9,-8
C[C@@H]1CN([C@@H](C)CO)C(=O)c2cccc(NC(=O)C3CCCCC3)c2O[C@H]1CN(C)C(=O)Nc1ccccc1,-9,7,-0.2,0,-3,-7,-1,-9
CC(C)(C)c1ccc(C(=O)C2CCCN(C(=O)c3ccccn3)C2)cc1 (stereo not given),-5,5,-0.3,4,1,1,1,0
O=C(NNC(=O)c1ccc(-c2ccccc2)cc1)Nc1ccccc1,-6,·,-0.1,-2,·,·,4,-7
O=C(Nc1cccc(O)c1)c1ccc(NC(=O)C2CCCO2)cc1 (stereo not given),15,0,0.0,1,21,3,2,10
Nc1ccccc1C(=O)Nc1ccc(Cl)cc1Cl,23,2,-0.5,3,38,-12,2,-7
Cc1nc2ccc(NC(=O)NCc3ccco3)cc2s1,5,-1,·,2,28,0,0,-6
CC(C)CCOP(=O)(c1ccc(N(C)C)cc1)C(O)c1ccc(N(C)C)cc1 (stereo not given),1,-11,0.2,4,-8,-9,5,-19
CCOC(=O)c1c(CSc2ccsc2)n(C)c2cc(Br)c(O)c(CN(C)C)c12,21,·,0.5,-3,·,·,10,39
COc1ccc(CN2C(=O)c3oc4ccccc4c(=O)c3C2c2ccc(O)c(OC)c2)cc1 (stereo not given),6,0,·,0,-4,-3,-1,-8
Cc1ccc(S(=O)(=O)NCCC(=O)NCC(c2cccs2)N2CCOCC2)cc1 (stereo not given),-3,-3,-0.1,-2,-10,4,-9,-6
Fc1ccccc1Oc1nc(-c2ccncc2)nc2ccccc12,0,·,·,1,·,·,4,-10
CC(C)NS(=O)(=O)c1ccc(CCC(=O)NCc2ccccn2)cc1,-3,2,·,4,-4,0,2,0
Cc1ccc(C(=O)CSc2n[nH]c(C)n2)cc1,1,-11,·,·,3,-3,·,·
O=C(N/N=C/c1c(-c2ccccc2)[nH]c2ccccc12)c1cccnc1,-4,·,·,2,·,·,6,-60
Cn1c(=O)n(CC(=O)NCC2CCCO2)c(=O)c2c3c(sc21)CCCC3 (stereo not given),-1,-4,·,3,-3,-5,0,-15
COc1ccc(S(=O)(=O)Nc2ccc3c(c2)CC(=O)N([C@H](C)CO)C[C@@H](C)[C@H](CN(C)C(=O)NC(C)C)O3)cc1,-7,3,-3.1,1,5,5,-1,5
COc1ccc2c3c([nH]c2c1)[C@@H](CO)N(C(=O)Cc1ccccc1)CC31CCN(C)CC1,·,·,0.0,0,·,·,5,2
CCOC(CCNC(=O)c1cn(C)c(=O)c2c1c1ccccc1n2C)OCC,-11,1,-0.2,2,11,0,2,-11
CN(C)CCNC(=O)c1cc2c(=O)n(C)c3ccccc3c2n1C,-4,0,·,-3,4,78*,4,42
O=C(NCCN1CCCC1)c1ccc(Cl)cc1,-8,·,·,-7,-8,·,2,-5
O=C(NN=C1CCCC1)c1[nH]c2ccc(Br)cc2c1-c1ccccc1,·,·,0.3,-6,·,·,2,-6
CC(C)NC(=O)N(C)C[C@H]1OCCCC[C@H](C)Oc2ccc(N(C)C)cc2C(=O)N([C@@H](C)CO)C[C@@H]1C,8,1,·,2,·,-6,-1,-45
COc1ccc(CNC(=O)C[C@@H]2C[C@H]3c4cc(NC(=O)C5CCC5)ccc4O[C@H]3[C@@H](CO)O2)cc1,·,4,0.1&0.1,-1&1,13,8,1&-5,-17&0
COc1ccccc1NC(=S)NC(=O)CC(C)C,3,1,·,·,11,-11,·,·
O=C(c1ccco1)N1CCN(c2nc(C3CC3)nc3sc4c(c23)CCCC4)CC1,-3,-8,·,·,4,-8,·,·
COc1ccccc1/C=C1/SC(=O)N(CCC(=O)Nc2ccc(S(=O)(=O)Nc3nccs3)cc2)C1=O,-1,·,·,0,·,·,6,-23
CN1CCC(=C(c2ccccc2)c2ccc(Br)cc2)CC1,7,·,0.2,-3,·,·,-1,40
O=C(Cn1cnc2c(nnn2Cc2ccccc2)c1=O)c1ccccc1,-4,2,·,-3,6,-7,3,-12
NNC(=O)c1cc2cc(Oc3ccccc3)ccc2[nH]1,1,3,·,-7,0,-3,2,-29
CCNC(=O)c1ccc(N(C)S(=O)(=O)c2cccs2)cc1,-8,2,·,1,-3,-8,-2,-10
CN1C(=O)CC(c2ccco2)Sc2ccccc21 (stereo not given),3,1,·,·,16,-3,·,·
CC(Cc1ccccc1)NC(=O)CC(c1ccccc1)c1ccccc1O (stereo not given),-8,-6,-0.2,1,-7,1,1,-2
NC(=O)C1CCCN(C(=O)c2ccc(Cl)cc2)C1 (stereo not given),1,-3,·,2,-2,8,-5,-6
O=C(O)CCc1ccc(-c2ccccc2)o1,-1,8,·,·,-7,-4,·,·
CN(C)c1nc(Cl)nc(N(C#N)CCOc2ccccc2)n1,-6,·,1.7,-2,·,·,-4,-4
CC(C)(C)OC(=O)C[C@H]1C/C=C\C[C@@H](CC(=O)N[C@@H](CO)Cc2ccccc2)C(=O)N2CCC[C@H]2COC1=O,-4,-2,-0.1,-1,-3,6,-3,-8
COCC(=O)N(C)C[C@H]1Oc2ncc(Br)cc2C(=O)N([C@H](C)CO)C[C@H]1C,-4,0,-0.3,-1,0,-12,1,7
Oc1ccc(/C=N/Nc2cccc(Cl)n2)c(O)c1,40,0,0.1,2,34,4,-2,-10

A few values from the list:
Cc1ccc(S(=O)(=O)NCCC(=O)NCC(c2cccs2)N2CCOCC2)cc1 (stereo not given) in ERp5 inh → -9
CN1CCC(=C(c2ccccc2)c2ccc(Br)cc2)CC1 in CASP6 VEID inh → -3
COc1ccccc1NC(=S)NC(=O)CC(C)C in esBAF inh → 11

Compound profiles, from the list above.
NNC(=O)c1cc2cc(Oc3ccccc3)ccc2[nH]1 is listed as ARNT-TACC3 inh: 1; PglD inh: 3; E-selectin induc: ·; CASP6 VEID inh: -7; esBAF inh: 0; RAD54 inh: -3; ERp5 inh: 2; RAD52 anneal inh: -29
CN1CCC(=C(c2ccccc2)c2ccc(Br)cc2)CC1 is listed as ARNT-TACC3 inh: 7; PglD inh: ·; E-selectin induc: 0.2; CASP6 VEID inh: -3; esBAF inh: ·; RAD54 inh: ·; ERp5 inh: -1; RAD52 anneal inh: 40
Fc1ccccc1Oc1nc(-c2ccncc2)nc2ccccc12 is listed as ARNT-TACC3 inh: 0; PglD inh: ·; E-selectin induc: ·; CASP6 VEID inh: 1; esBAF inh: ·; RAD54 inh: ·; ERp5 inh: 4; RAD52 anneal inh: -10

(list continues)
SMILES,ARNT-TACC3 inh,PglD inh,E-selectin induc,CASP6 VEID inh,esBAF inh,RAD54 inh,ERp5 inh,RAD52 anneal inh
Cc1cc(NC(=O)COC(=O)C(Cc2ccccc2)NC(=O)c2ccco2)no1 (stereo not given),-25,7,·,·,-8,13,·,·
Oc1cccnc1Sc1cccc(C(F)(F)F)c1,-7,-2,2.3,0,·,-2,-5,-12
C[C@H](CO)N1C[C@H](C)[C@H](CN(C)Cc2ccccn2)Oc2ncc(C#CCc3ccccc3)cc2C1=O,8,2,-1.4,1,-4,0,-2,2
CCOC(=O)C(=NCCCN1CCOCC1)NNc1cccc(C(F)(F)F)c1,-4,3,·,-19,-9,5,0,-10
CCc1nc(SCC(=O)O)c2c3c(sc2n1)COC(C)(C)C3,-10,4,·,1,0,-2,-4,5
C=CCNCCCCOc1ccc(OCC)cc1,-3,3,·,0,0,7,-4,-16

Assay outcomes: PubChem BioAssay, Broad Institute
